# Source: PubChem
# procasp3 activ: procaspase-3 (human) activation; 0.11% of 330,000 active; P42574; activation, % at 8.5 µM; recombinant procaspase-3 D3A, Ac-DEVD-pNA absorbance 405 nm;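 active = activation above the mean of all tested compounds plus 3 SD, cut at about 21% in these data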;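 note: 0% = DMSO alone and 100% = DMSO wells spiked with extra 5 µM PC-3 D3A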
#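 Technique: 405 nm absorbance of p-nitroaniline, reads at 0 and 120 min; Test system: Procaspase-3 D3A mutant; Incubation: 1 h enzyme-compound preincubation, then 2 h substrate reaction, 25 °C; Repeats: singlicate, each compound tested once; Benchmarks: low control DMSO wells, high control DMSO plus 5 µM PC-3 D3A.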
# MEP2 TOR yeast: yeast TOR pathway MEP2-GFP modulation. S. cerevisiae MEP2-GFP strain, flow cytometry GFP, 3 h; 100% = DMSO control level. GFP response vs DMSO, % at 10 µM. 0.51% of 330,000 active. AID 2016;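 active = GFP response versus DMSO above a set limit, roughly screen mean plus 3 SD, cut at about 180% in these data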;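 note: median GFP fluorescence of the barcode-gated MEP2-GFP cells per well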
# proCasp7 act: activates human procaspase-7, counter-screen for procaspase-3 activators | P55210 | recombinant procaspase-7, Ac-DEVD-pNA absorbance 405 nm; D23A/D198A/D206A triple mutant, cannot self-cleave; scale: DMSO 0, 5 µM enzyme 100 | activation, % at 8.5 µM | 0.093% of 330,000 active;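 active = percent activation above the screen-wide mean plus 3 SD, cut at about 25% in these data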
#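 Assay system: Uncleavable procaspase-7 mutant enzyme; Input: 2 µM procaspase-7 mutant as dispensed; Also added: DEVD-pNA substrate; Medium: Zinc-free HEPES pH 7.4 with 300 mM NaCl, 0.01% Triton X-100; Timing: 1 h compound preincubation, 2 h substrate cleavage, 25 °C; Measured by: Epi-absorbance of released pNA at 405 nm, two timepoints.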
# EBNA-1 inh: blocks EBNA-1 binding to DNA | EBNA-1 DNA binding, fluorescence polarization | inhibition, % at 14.8 µM | 0.34% of 300,000 active | AID 1950; in the data active = inhibition above about 28%
# RPL19A-GFP yeast: alters RPL19A-GFP fluorescence in TOR pathway yeast screen. 0.3% of 330,000 active. percent response vs DMSO, % at 10 µM. S. cerevisiae RPL19A-GFP strain, flow cytometry, 3 h; hits give low values;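 active = percent response vs DMSO below 50%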;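 note: median channel GFP fluorescence of the barcoded RPL19A-GFP strain; ratio of sample median GFP to plate DMSO average so 100% = DMSO; lower means less RPL19A-GFP as with rapamycin TOR inhibition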
# AHR act: activates the human aryl hydrocarbon receptor | AHR-responsive luciferase reporter cells, luminescence | P35869 | 2.5% of 320,000 active | activation, % at 5 µM; in the data active = activation above about 47%;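 note: 0% = vehicle wells and 100% = reference agonist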
# Target sequence (P35869 whole entry, looked up): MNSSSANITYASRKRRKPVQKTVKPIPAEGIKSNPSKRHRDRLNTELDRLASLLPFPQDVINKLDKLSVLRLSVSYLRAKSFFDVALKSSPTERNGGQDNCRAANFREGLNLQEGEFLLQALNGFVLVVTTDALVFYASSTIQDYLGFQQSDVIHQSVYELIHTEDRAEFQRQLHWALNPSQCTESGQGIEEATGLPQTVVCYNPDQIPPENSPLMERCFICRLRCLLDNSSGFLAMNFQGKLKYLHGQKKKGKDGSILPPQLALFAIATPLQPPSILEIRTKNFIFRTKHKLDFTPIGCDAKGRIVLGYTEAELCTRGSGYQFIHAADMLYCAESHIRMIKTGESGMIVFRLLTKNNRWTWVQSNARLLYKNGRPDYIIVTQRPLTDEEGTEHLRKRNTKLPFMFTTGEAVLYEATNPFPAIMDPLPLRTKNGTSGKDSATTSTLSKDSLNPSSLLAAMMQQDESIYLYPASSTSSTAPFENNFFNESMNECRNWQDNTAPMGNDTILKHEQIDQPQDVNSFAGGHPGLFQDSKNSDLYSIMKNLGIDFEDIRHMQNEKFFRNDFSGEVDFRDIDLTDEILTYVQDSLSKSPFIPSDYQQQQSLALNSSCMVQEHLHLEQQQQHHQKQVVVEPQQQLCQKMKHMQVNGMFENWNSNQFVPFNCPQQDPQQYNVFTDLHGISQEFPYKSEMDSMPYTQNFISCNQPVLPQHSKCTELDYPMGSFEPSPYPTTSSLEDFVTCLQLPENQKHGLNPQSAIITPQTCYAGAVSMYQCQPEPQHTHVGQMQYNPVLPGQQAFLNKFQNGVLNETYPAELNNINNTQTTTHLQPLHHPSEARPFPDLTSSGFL
# LAP4 TOR yeast: modulators of TOR pathway LAP4-GFP in S. cerevisiae; 0.34% of 320,000 active; GFP response vs DMSO, % at 10 µM; S. cerevisiae LAP4-GFP multiplex, flow cytometry GFP, 3 h; median GFP as percent of DMSO wells;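 active = GFP response vs DMSO above a set limit, about the screen mean plus 3 SD, cut at about 150% in these data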
# ZTA counter: counter-screen for EBNA-1 inhibitors: inhibitors of Epstein-Barr virus ZTA. P03206. 0.15% of 320,000 active. ZTA-DNA binding, fluorescence polarization. inhibition, % at 11 µM; in the data active = inhibition above about 33%
# The depositor's hits bear a star; nt = no result given; & = joins results of further samples. No enrichment for hits; overall some 3.8% were active at least once.
molecule	procasp3 activ	MEP2 TOR yeast	proCasp7 act	EBNA-1 inh	RPL19A-GFP yeast	AHR act	LAP4 TOR yeast	ZTA counter
O=C(NNC1=C(C(=O)C(F)(F)F)CCC1)c1cccc(Cl)c1	4	100	7	-4	96	3	95	15
CC(=O)Nc1ccc(NC(=O)C(C)OC(=O)C2CC3C=CC2C3)cc1 (stereo not given)	-2	95	8	14	99	0	92	7
CCOC(=O)Nc1ccc2c(c1)N(C(=O)CN1CCN(C)CC1)c1ccccc1CC2	-6	109	0	-12	102	-3	90	-9
CCOC(=O)N1CCN(C(=S)NC(=O)C23CC4CC(CC(C4)C2)C3)CC1	-2	100	6	8	102	1	95	8
O=C(CSc1nnc(CNc2ccccc2)o1)c1ccc2c(c1)OCCO2	5	93	1	7	99	3	88	15
COc1ccc(NC(=O)CCc2nc3ccccc3c(=O)[nH]2)cc1S(=O)(=O)N1CCCCC1	2	94	8	nt	96	10	85	nt
O=C(NCc1ccc2c(c1)OCO2)c1ccc2c(c1)C(=O)N(Cc1cccnc1)C2=O	-2	104	1	-2	100	3	103	1
CC1Cc2ccccc2N1C(=O)CSc1nc2ccccc2o1 (stereo not given)	2	102	4	4	103	22	99	1
Cc1ccccc1NC(=O)N1CCCC1C(=O)NCc1ccccc1 (stereo not given)	1	110	6	-13	102	-2	89	1
COc1ccc(/C=C/C(=O)NCCCN2CCCCCC2)cc1	-6	97	-3	4	97	0	85	-12
Cc1cccc(N2C(=O)C(O)=C(C(=O)c3cccs3)C2c2ccc(F)cc2)n1 (stereo not given)	-8	96	-19	3	107	-1	92	-13
COCCCN1C(=O)C(=O)/C(=C(/O)c2ccc(S(=O)(=O)N3CCOCC3)cc2)C1c1ccc(OC)cc1 (stereo not given)	-2	123	-14	2	99	-1	85	5
CCN1CCN(C(=O)Cn2ncc3ccsc3c2=O)CC1	0	106	-3	-1	101	4	106	-2
COc1ccc(CCNC(=O)COc2cc(O)c3c(c2)OC(C)(C)CC3=O)cc1OC	-3	106	-5	8	98	-1	106	17
CC(C)N1CC(COc2ccc(Cl)cc2Cl)OC1=O (stereo not given)	5	106	-1	-2	104	2	98	11
CC(C)c1cccc(-c2ccc3c(c2)S(=O)(=O)c2cccc(C(=O)NCc4ccccc4Cl)c2C3=O)c1	11	93	7	nt	101	1	88	nt
Cc1ccsc1/C=N/NC(=O)CN1CCN(Cc2ccccc2)CC1	-2	89	6	-12	96	-1	93	-13
S=C(NCc1ccccc1)Nc1ccncc1	1	99	0	6	106	0	78	-15
O=C(c1ccc(COc2ccccc2Cl)o1)N1CCN(Cc2ccc3c(c2)OCO3)CC1	6&4	102&101	5&2	0&6	94&95	0&-1	96&103	-15&0
OCCNc1nc2ccccc2nc1NCCO	10	100	4	-2	99	4	110	7
Cc1ccc(Sc2ncccc2COC(=O)Nc2ccccc2)cc1	-5	109	9	-5	103	4	115	13
Cc1ccc(NC(=S)N2CCC(c3ccccc3)C2)c(Cl)c1 (stereo not given)	15	94	2	-4	94	1	104	-4
CCCCC(CCCC)=N/N=C/c1c(O)n(CC)c2cc(C3=NNC(=O)CC3)ccc12	-7	101	2	-8	85	1	91	7
COc1cc(CC(=O)Nc2nccs2)cc(OC)c1OC	-4	109	9	-5	95	0	99	1
COC(=O)CCC[C@H]1CC2(C[C@H](CCCO[Si](C)(C)C(C)(C)C)N1C(=O)OC(C)(C)C)OCCO2	6	109	2	nt	99	2	100	-10
O=C1ON=C(c2cccc([N+](=O)[O-])c2)/C1=C/c1ccc(O)cc1	-3	95	-7	-5	92	5	133	-14
Cn1c(CNC(=O)C(Cc2ccccc2)NC(=O)c2cccc(F)c2)cc(=O)n(C)c1=O (stereo not given)	-1	110	-1	-12	99	7	96	8
O=C(C1=C(O)C(=O)N(Cc2ccccc2)C1c1cccnc1)c1ccco1 (stereo not given)	-7	115	-1	-4	100	0	100	6
CS(=O)(=O)c1nc(S(=O)(=O)c2ccc(Cl)cc2)c(NCCCN2CCCC2=O)s1	-3	111	10	-2	107	-1	95	5
Cc1[nH]c2c([N+](=O)[O-])cccc2c1C	-8	92	2	-4	93	5	99	10
CCN1CCN(C(=S)Nc2cccc(C(F)(F)F)c2)CC1	-4	108	-6	7	101	3	111	-5
Cc1ccccc1OCC(=O)Nc1cccc(S(=O)(=O)NC2=NCCCCC2)c1	4	103	7	0	89	7	100	10
Cc1ccc(OCC(=O)NNC(=O)CCC(=O)Nc2ccc(C)cc2C)cc1	-2	103	12	10	102	-1	106	-1
COc1ccccc1C(=O)COC(=O)c1cccc(S(=O)(=O)N2CCCC2)c1	0	106	2	0	111	0	72	12
COc1ccc(NC(=O)CSc2nnc3n2CCCCC3)cc1S(=O)(=O)N1CCOCC1	-6	99	10	nt	97	2	103	-2
Cc1cc(C)nc(SC2CCCCC2NS(=O)(=O)c2ccccc2)n1 (stereo not given)	-3	105	7	-9	100	2	101	-8
O=C(Nc1oc2ccccc2c(=O)c1-c1ccc(Cl)cc1)c1ccco1	6	90	5	-17	98	3	91	-22
CC(=O)c1sc(NC(=O)c2ccccc2F)nc1-c1ccccc1	1	105	-5	-17	103	-4	85	-13
COc1ccccc1N1CCC(N2CCN(CC(C)(C)C)C(CCO)C2)CC1 (stereo not given)	-5	100	9	0	103	-1	87	7
CC1(C)CC(=O)C2=C(C1)Nc1ccccc1N=C2	-3	91	3	5	100	13	98	-1
COc1c(C)cc(Br)cc1C(=O)NCc1cccnc1	-4	105	7	7	101	21	108	-4
Cc1cc(C)nc(NS(=O)(=O)c2ccc(Br)cc2)n1	6	100	7	-20	103	2	101	-2
Cc1ccc(CC(=O)Nc2ccc(C(=O)N3CCCCC3)cc2)cc1	2	104	1	8	106	-2	96	3
CN(C(=O)c1ccc(N2CCOCC2)c([N+](=O)[O-])c1)C1CCCCC1	-6	105	17	13	102	0	98	-1
CCCCCOc1ccc(/C=N/NC(=O)c2nnn(-c3nonc3N)c2CN2CCCCCC2)cc1	4	109	-1	6	102	0	103	7
C/C(=N\NC(=O)c1ccc2c(c1)OCO2)c1ccc2c(c1)OCO2	-9	106	-6	0	105	26	97	12
CCOC(=O)N1CCN(S(=O)(=O)c2ccc3[nH]c(=O)sc3c2)CC1	-3	103	-1	5	102	4	106	1
CC(=O)Nc1ccc(NC(=O)C(F)(F)F)cc1	7	99	3	5	98	-2	90	0
Cn1cccc1Cc1nnc(SCC(=O)Nc2ccc3c(c2)OCCO3)n1-c1ccc(F)cc1	-8	113	3	10	100	1	103	10
Cc1ccccc1-n1nc(-c2ccc(N)cc2)cc1N	10	91	-11	1	96	4	93	0
CC1(C)Cc2c(cnn2-c2ccccc2)C(NC(=O)CCN2CCCC2=O)C1 (stereo not given)	-2	95	-3	-3	100	5	86	3
Cc1n[nH]c(C)c1C(=O)CC1(O)C(=O)N(Cc2ccccc2)c2ccc(Br)cc21 (stereo not given)	4	97	3	-5	96	4	93	0
O=C1Nc2ccccc2C(O)(C(=O)NCc2ccco2)N1c1ccc(Cl)c(Cl)c1 (stereo not given)	-23	104	-5	-7	103	25	111	-27
COC(CNc1ncnc2c1cnn2C)OC	10	100	3	3	111	-1	102	10
CC(=O)NNc1nc(-c2ccccc2)c2cc(Br)ccc2n1	-5	96	12	1	95	6	101	0
CCn1c(SCC(=O)Nc2ccc(N(C)C)cc2)nnc1-c1cccc(C)c1	-1	101	-10	5	100	1	98	18
Nn1c(SCC(=O)Nc2nc3ccccc3s2)nncc1=O	2	102	2	-2	101	30	94	15
O=C(NCC1OCCCN1S(=O)(=O)c1ccc(F)cc1)C(=O)NC1CCCC1 (stereo not given)	-4	97	16	1	90	0	102	-10
Cc1cc(C)nc(Nc2ncn[nH]2)n1	8	101	-1	-7	101	3	93	5
Cc1ccc(Nc2nc(NCCO)c3ccccc3n2)cc1C	-1	109	3	3	98	8	88	7

# More compounds follow:
molecule	procasp3 activ	MEP2 TOR yeast	proCasp7 act	EBNA-1 inh	RPL19A-GFP yeast	AHR act	LAP4 TOR yeast	ZTA counter
Cc1ccc(NC(=O)c2ccco2)c(NC(=O)CN2C(=O)c3ccccc3C2=O)c1	-1	107	-4	-2	102	13	102	7
Cc1nn(C)c(C)c1-c1c(C#N)c(N)nc2c1CCCCCC2	3	100	-3	2	106	-3	101	-10
CCN(C(=O)c1c(C)noc1C)c1c(N)n(Cc2ccccc2)c(=O)[nH]c1=O	-2	106	-3	nt	99	0	105	-9
COc1cc(CNc2nnnn2C)ccc1OCc1c(F)cccc1Cl	6	94	6	-4	102	2	100	5
Cc1nc(SCC(=O)N2CCN(c3ccccn3)CC2)c(C#N)c(C)c1C	-4	103	13	nt	108	25	103	nt
O=C(CCN1C(=O)CSc2ccccc21)Nc1cccc(C(F)(F)F)c1	-1	109	16	nt	107	-2	115	4
Cc1ccccc1C(=O)Nc1nc(=S)ss1	-6	101	-7	4	97	1	100	4
O=C(NC1CCN(Cc2ccccc2)CC1)c1ccccc1OCc1ccccc1Cl	4	101	4	-6	100	-2	94	11
Cc1c(O)ccc(/C(Cc2ccc3ccccc3n2)=N\O)c1O	7	99	2	15	99	25	95	-6
CC(C)(C)c1ccc(C(=O)/C=C2\NC(=O)CS2)cc1	5	82	-5	-2	91	5	81	8
O=C(NC1CCCCC1)N1CCN(C(c2ccccc2)c2ccccc2)CC1	5	103	0	-8	98	0	94	-6
Cc1cc(-c2ccc(S(=O)(=O)N3CCCCC3)s2)on1	7	107	6	-7	103	2	98	4
COC(=O)Nc1nc2c(C)cccc2s1	-1	99	-3	11	100	23	104	-9
CCOc1cc(C(=O)Nc2cc3c(cc2N2CCCC2)n(C)c(=O)n3C)cc(OCC)c1OCC	0	113	-7	-18	100	3	91	-6
CCn1c2ccccc2c2cc(NC(=O)CNC)ccc21	1	108	-6	-6	101	45	108	-5
O=C(Nc1cnc2ccccc2c1)c1ccncc1	1	96	2	9	100	24	99	12
COc1ccc(N2CCN(S(=O)(=O)c3ccc4c(c3)CC(C)N4C(=O)C3CC3)CC2)cc1 (stereo not given)	5	99	7	-2	100	0	100	-4
CC(C)OCCCNC1=C(Cl)C(=O)c2ccccc2C1=O	-11	90	0	-5	95	8	106	-7
C=C(C)C1CCC2(C(=O)O)CCC3(C)C(CCC4C5(C)C(C=O)C(O)C(C)(C)C5CCC43C)C12 (stereo not given)	10	102	2	-3	99	-2	103	2
COc1ccccc1CNS(=O)(=O)CCNC(=O)c1ccccc1	5	94	10	-8	90	-2	94	-11
Cc1cc2nc3n(c2cc1C)CC1CC(C(=O)NCCc2cccs2)N(C)C31 (stereo not given)	-4	93	-1	1	95	2	122	6

# As a short view, part of the list above:
molecule	procasp3 activ	MEP2 TOR yeast	proCasp7 act	EBNA-1 inh	RPL19A-GFP yeast	AHR act	LAP4 TOR yeast	ZTA counter
Cc1cc(-c2ccc(S(=O)(=O)N3CCCCC3)s2)on1	7	107	6	-7	103	2	98	4
COC(=O)Nc1nc2c(C)cccc2s1	-1	99	-3	11	100	23	104	-9
